Screening data as filed in PubChem.
T cruzi intra = inhibitors of intracellular Trypanosoma cruzi, primary screen, cell-based, plate reader, single point, set 2; 22,000 compounds, 4.9% hits; intracellular Trypanosoma cruzi in host cells; activity score (inhibition), % at 5.01 µM; in the data active means activity score above about 55%;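 further: parasites and compound incubated about four days before reading; 0% = median of neutral control wells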
INS-1E ATP HTS = protection of INS-1E cells from cytokine death, primary screen, ATP luminescence, single point; AID 488910, 2010; protection from cytokine-induced ATP loss, % at 10 µM; 20,000 compounds, 0.1% hits; INS-1E cytokine-induced death, 48 h; normalised: neutral wells 0, positive control 100;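 active means mean replicate protection from cytokine-induced ATP loss at least 50% and at least 75% of replicates each reaching 50%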
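Assay system: INS-1E rat cells / Quantity: 8000 cells per well / Medium: RPMI without phenol red, 5% FBS / Probe or stimulus: three-cytokine cocktail (IFN-γ, TNF-α, IL-1β) / Dosing: one compound concentration, pin transfer / Timing: 48 h co-treatment, 10 min post-lysis read / Technique: CellTiter-Glo luminescence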
Starred values were filed as active, the others as inactive. Outcome played no part in choosing rows; 5.6% or so of the library scored in one or more.

Cc1ccc(S(=O)(=O)Nc2ccc3c(c2)CC(=O)N([C@H](C)CO)C[C@@H](C)[C@@H](CN(C)Cc2ccc(C(F)(F)F)cc2)O3)cc1 was read as T cruzi intra 61* and INS-1E ATP HTS -10.
C[C@@H]1CN([C@@H](C)CO)C(=O)Cc2cc(NC(=O)c3ccncc3)ccc2O[C@@H]1CN(C)C(=O)Nc1ccc2c(c1)OCO2 was read as T cruzi intra -21 and INS-1E ATP HTS 3.
C[C@@H]1CN([C@@H](C)CO)C(=O)c2cccc(NC(=O)c3nc4ccccc4s3)c2O[C@@H]1CN(C)S(=O)(=O)c1ccc(F)cc1 was read as T cruzi intra 35 and INS-1E ATP HTS -11.
Screening COc1ccc(NC(=O)Nc2ccc3c(c2)C(=O)N([C@@H](C)CO)C[C@@H](C)[C@@H](CN(C)S(=O)(=O)c2ccc(OC)cc2)O3)cc1 returned T cruzi intra 1 and INS-1E ATP HTS -1.
`C[C@@H]1CN([C@@H](C)CO)C(=O)c2cc(NC(=O)Nc3ccc4c(c3)OCO4)ccc2O[C@H]1CN(C)Cc1ccccc1` gave T cruzi intra -6 and INS-1E ATP HTS 2.
Screening C[C@H]1CN([C@@H](C)CO)C(=O)c2cc(NC(=O)Cn3cnnn3)ccc2O[C@H]1CN(C)C(=O)Nc1ccc(C(F)(F)F)cc1 returned T cruzi intra -4 and INS-1E ATP HTS 6.
C[C@@H]1CN([C@@H](C)CO)C(=O)c2cc(NC(=O)Nc3ccc(C(F)(F)F)cc3)ccc2O[C@H]1CN(C)S(=O)(=O)c1cccs1 was read as T cruzi intra 71* and INS-1E ATP HTS -14.
`Cc1ccc(S(=O)(=O)Nc2ccc3c(c2)CC(=O)N([C@@H](C)CO)C[C@H](C)[C@@H](CN(C)S(=O)(=O)c2cn(C)cn2)O3)cc1` gave T cruzi intra -11 and INS-1E ATP HTS 0.
Screening COc1ccc(NC(=O)Nc2ccc3c(c2)C(=O)N([C@H](C)CO)C[C@H](C)[C@@H](CN(C)S(=O)(=O)c2ccccc2)OCCCC[C@@H](C)O3)cc1 returned T cruzi intra -10 and INS-1E ATP HTS -4.
For O=C(CCCCCCC(=O)Nc1ccccc1O)N/N=C/c1ccc(-c2ccccc2)c(F)c1 the results were T cruzi intra 17 and INS-1E ATP HTS 5.
Screening CC(C)(C)OC(=O)Nc1cccc(/C=N/NC(=O)c2ccccc2O)c1 returned T cruzi intra -4 and INS-1E ATP HTS -6.
Screening Cc1noc(C)c1S(=O)(=O)N(C)C[C@@H]1Oc2ccc(NC(=O)NC(C)C)cc2CC(=O)N([C@H](C)CO)C[C@H]1C returned T cruzi intra -8 and INS-1E ATP HTS -2.
`Cc1ccc(CN(C)C[C@H]2OCc3cn(nn3)CCCC(=O)N([C@H](C)CO)C[C@H]2C)cc1` gave T cruzi intra 6.
For COc1ccc(NC(=O)Nc2ccc3c(c2)CC(=O)N([C@H](C)CO)C[C@@H](C)[C@H](CN(C)C(=O)NC2CCCCC2)O3)cc1 the results were T cruzi intra -32 and INS-1E ATP HTS 10.
`C[C@H](CO)N1C[C@H](C)[C@H](CN(C)CC2CC2)Oc2c(NS(=O)(=O)c3ccc(F)cc3)cccc2C1=O` gave T cruzi intra -14 and INS-1E ATP HTS 4.
For C[C@@H]1CCCCO[C@@H](CN(C)C(=O)Nc2cccc3ccccc23)[C@@H](C)CN([C@H](C)CO)C(=O)c2cc(NC(=O)Cc3ccccc3)ccc2O1 the results were T cruzi intra -16 and INS-1E ATP HTS -11.
C[C@@H]1CCCCO[C@H](CN(C)CC2CCCCC2)[C@@H](C)CN([C@H](C)CO)C(=O)c2cc(NS(=O)(=O)c3ccc(F)cc3)ccc2O1 was read as T cruzi intra 9 and INS-1E ATP HTS -11.
COc1cccc(CN(C)C[C@@H]2OCc3cn(nn3)CCCC(=O)N([C@@H](C)CO)C[C@H]2C)c1 was read as T cruzi intra -22.
`Cc1cc(C(=O)Nc2cccc3c2O[C@@H](CN(C)C(=O)Nc2c(C)noc2C)[C@H](C)CN([C@@H](C)CO)C3=O)n(C)n1` gave T cruzi intra -18 and INS-1E ATP HTS 18.
Screening Cc1noc(C)c1NC(=O)N(C)C[C@@H]1Oc2ccc(NC(=O)Nc3ccc(F)cc3)cc2CC(=O)N([C@H](C)CO)C[C@@H]1C returned T cruzi intra -16 and INS-1E ATP HTS 5.
`C[C@H](CO)N1C[C@H](C)[C@H](CN(C)Cc2ccccc2)Oc2c(NS(=O)(=O)c3ccc(Cl)cc3)cccc2C1=O` gave T cruzi intra 19 and INS-1E ATP HTS -8.
Screening C[C@@H]1CN([C@H](C)CO)C(=O)Cc2cc(NC(=O)CCC(F)(F)F)ccc2O[C@@H]1CN(C)Cc1ccc(Oc2ccccc2)cc1 returned T cruzi intra 63* and INS-1E ATP HTS -72.
Screening C[C@@H]1CN([C@H](C)CO)C(=O)Cc2cc(NS(=O)(=O)c3ccc(F)cc3)ccc2O[C@@H]1CN(C)Cc1ccccc1 returned T cruzi intra 62* and INS-1E ATP HTS -6.
Screening COc1ccc(NC(=O)N(C)C[C@@H]2Oc3c(NC(=O)NC(C)C)cccc3C(=O)N([C@H](C)CO)C[C@H]2C)cc1 returned T cruzi intra -25 and INS-1E ATP HTS 10.
For C[C@@H]1CN([C@@H](C)CO)C(=O)c2cc(NC(=O)CCC(F)(F)F)ccc2O[C@@H]1CN(C)Cc1ccc(Cl)c(Cl)c1 the results were T cruzi intra 3.
For C[C@@H]1CN([C@H](C)CO)C(=O)c2cccc(NC(=O)C3CC3)c2O[C@@H]1CN(C)C(=O)Nc1cccc2ccccc12 the results were T cruzi intra -9 and INS-1E ATP HTS 13.
Screening C[C@@H]1CN([C@@H](C)CO)C(=O)c2cc(NS(=O)(=O)c3ccc(Cl)cc3)ccc2O[C@H]1CN(C)Cc1ccccc1 returned T cruzi intra 6 and INS-1E ATP HTS -8.
For C[C@H]1CN([C@@H](C)CO)C(=O)c2cc(NC(=O)C3CCCCC3)ccc2O[C@H]1CN(C)Cc1ccc(Oc2ccccc2)cc1 the results were T cruzi intra 1 and INS-1E ATP HTS -45.
`C[C@H]1CN([C@@H](C)CO)C(=O)c2cc(NS(C)(=O)=O)ccc2O[C@H]1CN(C)C(=O)Nc1cccc2ccccc12` gave T cruzi intra -16.
`CCCN(C)C[C@@H]1Oc2ncc(C#CCN(C)C)cc2C(=O)N([C@H](C)CO)C[C@@H]1C` gave T cruzi intra -25.

Three compounds picked at random from those above, as already listed:
For C[C@H]1CN([C@@H](C)CO)C(=O)c2cc(NC(=O)C3CCCCC3)ccc2O[C@H]1CN(C)Cc1ccc(Oc2ccccc2)cc1 the results were T cruzi intra 1 and INS-1E ATP HTS -45.
Screening COc1ccc(NC(=O)N(C)C[C@@H]2Oc3c(NC(=O)NC(C)C)cccc3C(=O)N([C@H](C)CO)C[C@H]2C)cc1 returned T cruzi intra -25 and INS-1E ATP HTS 10.
`C[C@H](CO)N1C[C@H](C)[C@H](CN(C)Cc2ccccc2)Oc2c(NS(=O)(=O)c3ccc(Cl)cc3)cccc2C1=O` gave T cruzi intra 19 and INS-1E ATP HTS -8.

Back to the main list, starting two compounds before the break.
`C[C@H]1CN([C@@H](C)CO)C(=O)c2cc(NS(C)(=O)=O)ccc2O[C@H]1CN(C)C(=O)Nc1cccc2ccccc12` gave T cruzi intra -16.
`CCCN(C)C[C@@H]1Oc2ncc(C#CCN(C)C)cc2C(=O)N([C@H](C)CO)C[C@@H]1C` gave T cruzi intra -25.
`COc1ccc(CN(C)C[C@@H]2Oc3c(NS(=O)(=O)c4ccc(Cl)cc4)cccc3C(=O)N([C@@H](C)CO)C[C@@H]2C)cc1` gave T cruzi intra 12 and INS-1E ATP HTS -1.
For C[C@@H]1CN([C@@H](C)CO)C(=O)c2cccc(NS(=O)(=O)c3ccc(F)cc3)c2O[C@@H]1CN(C)S(=O)(=O)c1ccccc1 the results were T cruzi intra 16 and INS-1E ATP HTS 4.
C[C@@H]1CN([C@H](C)CO)C(=O)c2cccc(NC(=O)C3CC3)c2O[C@H]1CN(C)Cc1ccc(Oc2ccccc2)cc1 was read as T cruzi intra 63* and INS-1E ATP HTS -56.
`C[C@H](CO)N1C[C@H](C)[C@H](CN(C)Cc2ccc(C(=O)Nc3ccccc3N)cc2)Oc2c(NC(=O)Nc3ccc4c(c3)OCO4)cccc2C1=O` gave T cruzi intra 55 and INS-1E ATP HTS -10.
For Cc1noc(C)c1NC(=O)N(C)C[C@H]1OCc2cnnn2CCCC(=O)N([C@H](C)CO)C[C@H]1C the results were T cruzi intra -15.
Screening Cc1ccc(S(=O)(=O)N(C)C[C@@H]2OCc3cnnn3CCCC(=O)N([C@H](C)CO)C[C@@H]2C)cc1 returned T cruzi intra 3.
C[C@H]1CN([C@@H](C)CO)C(=O)Cc2cc(NC(=O)C3CC3)ccc2O[C@H]1CN(C)S(C)(=O)=O was read as T cruzi intra -26 and INS-1E ATP HTS 0.
`COc1ccc(S(=O)(=O)Nc2ccc3c(c2)C(=O)N([C@H](C)CO)C[C@H](C)[C@H](CN(C)S(=O)(=O)c2ccccc2)OCCCC[C@@H](C)O3)cc1` gave T cruzi intra 26 and INS-1E ATP HTS 2.
For C[C@H]1CN([C@@H](C)CO)C(=O)Cc2cc(NC(=O)CCN3CCOCC3)ccc2O[C@H]1CN(C)C(=O)Nc1ccccc1 the results were T cruzi intra -8 and INS-1E ATP HTS 8.
For COC(=O)CCCCCCC(=O)N/N=C/c1ccc(CO)o1 the results were T cruzi intra 3 and INS-1E ATP HTS 2.
For C[C@@H]1CCCCO[C@H](CN(C)CC2CCCCC2)[C@@H](C)CN([C@H](C)CO)C(=O)c2cc(NC(=O)Nc3ccc4c(c3)OCO4)ccc2O1 the results were T cruzi intra 79* and INS-1E ATP HTS -14.
`Cc1ccc(S(=O)(=O)N(C)C[C@@H]2Oc3c(NS(C)(=O)=O)cccc3C(=O)N([C@@H](C)CO)C[C@@H]2C)cc1` gave T cruzi intra -32 and INS-1E ATP HTS 4.
C[C@@H]1CCCCO[C@@H](CN(C)C(=O)Nc2ccc(F)cc2)[C@@H](C)CN([C@H](C)CO)C(=O)c2cc(NS(=O)(=O)c3ccccc3)ccc2O1 was read as T cruzi intra -1 and INS-1E ATP HTS -14.
`C[C@H]1CN([C@@H](C)CO)C(=O)Cc2cc(NC(=O)CCN3CCOCC3)ccc2O[C@@H]1CN(C)S(=O)(=O)c1cn(C)cn1` gave T cruzi intra -10 and INS-1E ATP HTS 10.
For CC(C)NC(=O)N(C)C[C@@H]1Oc2c(NS(=O)(=O)c3ccc(Cl)cc3)cccc2C(=O)N([C@@H](C)CO)C[C@@H]1C the results were T cruzi intra 6 and INS-1E ATP HTS -1.
For C[C@@H]1CN([C@H](C)CO)C(=O)c2cccc(NS(=O)(=O)c3ccc(Cl)cc3)c2O[C@@H]1CN(C)S(=O)(=O)c1ccccc1 the results were T cruzi intra -13 and INS-1E ATP HTS 6.
For C[C@@H]1CN([C@@H](C)CO)C(=O)CCCn2nncc2CO[C@@H]1CN(C)S(=O)(=O)c1ccc(Cl)cc1 the results were T cruzi intra -6.
`C[C@@H]1CN([C@H](C)CO)C(=O)c2cc(N(C)C)ccc2O[C@H]1CN(C)Cc1ccc2c(c1)OCO2` gave T cruzi intra -9 and INS-1E ATP HTS -2.
`C[C@@H]1CN([C@H](C)CO)C(=O)Cc2cc(NC(=O)Nc3ccccc3)ccc2O[C@@H]1CN(C)S(C)(=O)=O` gave T cruzi intra -8 and INS-1E ATP HTS 8.
`C[C@H](CO)N1C[C@H](C)[C@@H](CN(C)C(=O)Nc2ccc(C(F)(F)F)cc2)Oc2c(NC(=O)C3CCOCC3)cccc2C1=O` gave T cruzi intra -12 and INS-1E ATP HTS 4.
For C[C@@H]1CN([C@H](C)CO)C(=O)c2cc(NC(=O)Nc3ccc(F)cc3)ccc2O[C@@H]1CN(C)Cc1ccc(C(=O)Nc2ccccc2N)cc1 the results were T cruzi intra 54 and INS-1E ATP HTS 26.
`COc1ccc(CN(C)C[C@@H]2Oc3ccc(NS(=O)(=O)c4ccc(C)cc4)cc3CC(=O)N([C@H](C)CO)C[C@@H]2C)cc1` gave T cruzi intra 15 and INS-1E ATP HTS -1.
For Cc1noc(C)c1S(=O)(=O)Nc1ccc2c(c1)CC(=O)N([C@H](C)CO)C[C@@H](C)[C@H](CN(C)Cc1ccc(C(F)(F)F)cc1)O2 the results were T cruzi intra 24 and INS-1E ATP HTS -12.
Screening C[C@H](CO)N1C[C@H](C)[C@H](CN(C)S(=O)(=O)c2cn(C)cn2)Oc2c(NC(=O)Nc3cccc4ccccc34)cccc2C1=O returned T cruzi intra 11 and INS-1E ATP HTS 0.
`C[C@H]1CN([C@@H](C)CO)C(=O)c2cc(NC(=O)c3ccncc3)ccc2O[C@H]1CN(C)S(C)(=O)=O` gave T cruzi intra -13 and INS-1E ATP HTS 1.
For COc1ccc(CN(C)C[C@H]2Oc3ccc(NC(=O)c4ccncc4)cc3CC(=O)N([C@@H](C)CO)C[C@@H]2C)cc1 the results were T cruzi intra 18 and INS-1E ATP HTS 7.
`C[C@H](CO)N1C[C@H](C)[C@@H](CN(C)C(=O)Nc2ccc(C(F)(F)F)cc2)Oc2ccc(NC(=O)Nc3ccc(F)cc3)cc2C1=O` gave T cruzi intra -27 and INS-1E ATP HTS 0.
For COc1ccc(NC(=O)N(C)C[C@@H]2OCCCC[C@@H](C)Oc3ccc(NS(=O)(=O)c4ccc(Cl)cc4)cc3C(=O)N([C@H](C)CO)C[C@@H]2C)cc1 the results were T cruzi intra 16 and INS-1E ATP HTS 1.
Screening COc1ccc(NC(=O)N(C)C[C@H]2Oc3c(NS(=O)(=O)c4cn(C)cn4)cccc3C(=O)N([C@H](C)CO)C[C@H]2C)cc1 returned T cruzi intra -28 and INS-1E ATP HTS 12.
